Screening data deposited in PubChem by several laboratories.
KLF5 inhibitor = suppresses KLF5 promoter-driven expression | DLD-1 KLF5 promoter-luciferase reporter, luminescence | inhibition, % at 5 µM | actives 0.23% (n = 290,000);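 active = inhibition above a per-plate limit of that plate's mean compound inhibition plus 3 SD, cut at about 60% in these data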;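 also: 0% = DMSO wells and 100% = LY294002 at 200 µM; higher means less KLF5 promoter-driven luciferase light; inactives centre near -14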
Platelet DG rel = platelet dense granule release activity | human platelet-rich plasma, SFLLRN dense granule ATP release, luminescence | inhibition, %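 (compounds screened at 7.5 µM in platelet-rich plasma)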 | actives 0.22% (n = 300,000);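 active = mean replicate score, as percent of positive control, at or above 50; inconclusive = mean below 50 but at least one replicate at or above 50; inactive = mean and every replicate below 50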
HIF act = HIF pathway transcriptional activation; U2OS HRE-luciferase reporter, luminescence; normalized: DMSO 0%, desferrioxamine 100%; activation, % at 7.5 µM (by protocol); actives 0.32% (n = 300,000);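 active = mean activation of at least 10% of the iron chelator positive control signal, with at least half of replicates also reaching 10%; inconclusive = mean and replicate majority disagree about reaching 10%; inactive = mean and most replicates under 10%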
HSF1 inhib = HSF1 inhibition; NIH3T3-HGL HSE-luciferase, MG132-induced, luminescence 8 h; hits give low values; activity change, negative = inhibition, % at 7.5 µM (by protocol); actives 0.77% (n = 300,000);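 active = more than half of replicate wells show activity change below -50%, luminescence cut by over half; inconclusive = some wells, but at most half, below -50%; inactive = no replicate well below -50%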;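 also: luciferase reports HSF-1 transcriptional activity via heat shock element; 0% = median of DMSO wells and -100% = zero luminescence signal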
HSP90 inh = HSP90 refolding inhibition in rabbit reticulocyte lysate. luciferase refolding luminescence, 3 h. actives 0.91% (n = 290,000). inhibition, % at 5.6 µM. AID 1789;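 active = inhibition above the screen-wide mean plus 3 SD, computed separately per campaign, cut at about 16% in these data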;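 also: 0% = DMSO wells and 100% = 60 µM geldanamycin wells; inhibitors lower the luminescence because luciferase stays unfolded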
HSF-1 act = increases HSF-1 driven luciferase reporter signal; NIH3T3-HGL HSF-1 luciferase reporter, MG132, 8 h; 100% = twice DMSO control signal; activation, % at 9 µM; actives 1.7% (n = 300,000); AID 504408;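 active = mean replicate activation of at least 50% with a set share of replicates each reaching 50%; inconclusive = only one of those two conditions met; inactive = mean below 50% and too few replicates reaching it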;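 also: 0% = median of the neutral control wells and 100% = twice that signal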
IEC-6 tox = kills IEC-6 intestinal cells in KLF5 counter-screen. IEC-6 cytotoxicity, luminescence viability. inhibition, % at 5 µM. actives 0.78% (n = 290,000). AID 1825; in the data active = inhibition above about 22%;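 also: 0% = plate median of test compound wells and 100% = cytotoxic reference compound wells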
HDAC3 inh = human HDAC3 inhibition; O15379; recombinant HDAC3, fluorogenic peptide/trypsin coupled, fluorescence; inhibition, % at 8.3 µM; actives 0.15% (n = 320,000); in the data active = inhibition above about 26%, passing the limit was not always enough; inconclusive = no clear call, values can overlap the other calls
Target sequence (O15379 whole entry, looked up): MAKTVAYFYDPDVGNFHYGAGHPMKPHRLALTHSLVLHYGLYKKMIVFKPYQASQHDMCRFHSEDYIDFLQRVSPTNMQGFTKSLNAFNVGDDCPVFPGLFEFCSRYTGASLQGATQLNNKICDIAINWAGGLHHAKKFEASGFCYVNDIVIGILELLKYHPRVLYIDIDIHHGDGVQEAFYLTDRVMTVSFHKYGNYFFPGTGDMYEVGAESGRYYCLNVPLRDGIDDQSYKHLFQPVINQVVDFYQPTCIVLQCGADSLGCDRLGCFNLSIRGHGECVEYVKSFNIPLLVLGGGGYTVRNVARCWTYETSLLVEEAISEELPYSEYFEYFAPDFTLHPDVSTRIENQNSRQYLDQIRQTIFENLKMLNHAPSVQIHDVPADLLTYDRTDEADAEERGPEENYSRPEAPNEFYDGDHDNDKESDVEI
AI-2 QS modul = Vibrio harveyi AI-2 quorum sensing modulation; Vibrio harveyi JMH597 AI-2 luminescence/OD600 ratio, 9 h; hits give low values; strain lacks LuxN and CqsS sensors; 0 = neutral-control median; activity change, % at 7.5 µM; actives 0.4% (n = 300,000); in the data active = activity change below about -75%, passing the limit was not always enough; inconclusive = no clear call, values can overlap the other calls;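 also: luminescence divided by OD600 gain over 9 h not by final OD600 alone; inactives centre near 13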
aSyn 5UTR inh = MLPCN primary screen, SNCA 5' untranslated region; inhibition, % (tested at 7.5 µM); actives 0.82% (n = 300,000); AID 1813; alpha-synuclein 5'UTR reporter, inhibitor activity; in the data active = inhibition above about 60%; inconclusive = no clear call, values can overlap the other calls;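 also: H4 neuroglioblastoma cells stably carrying SNCA 5'UTR luciferase fusion; 0% = DMSO wells and 100% = positive control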
* hit, by the source's call.

For CCN(CC(=O)NCc1ccc(Cl)cc1)C(=O)CSCC(=O)Nc1ccc(C)cc1 the results were Platelet DG rel -22, HIF act -0.5, HSF1 inhib 10, HSF-1 act 27, HDAC3 inh 0, AI-2 QS modul 17 and aSyn 5UTR inh 5.
NC(=O)c1cc2ccccc2o/c1=N/NC(=O)c1cccc(F)c1 was read as KLF5 inhibitor -16, Platelet DG rel -2, HIF act -0.1, HSF1 inhib 11, HSP90 inh 8, HSF-1 act 21, IEC-6 tox -6, HDAC3 inh -4, AI-2 QS modul 6 and aSyn 5UTR inh -3.
`Cc1ccc(NS(=O)(=O)N2CCOCC2)c(C)c1` gave KLF5 inhibitor -17, Platelet DG rel -3, HIF act -0.5, HSF1 inhib -2, HSP90 inh -2, HSF-1 act -8, IEC-6 tox 0, HDAC3 inh -6, AI-2 QS modul 6 and aSyn 5UTR inh 9.
Cn1ncc([N+](=O)[O-])c1C(=O)NCc1ccccc1 was read as KLF5 inhibitor 1, Platelet DG rel 1, HIF act -1.6, HSF1 inhib -2, HSP90 inh 0, HSF-1 act 6, IEC-6 tox -1, HDAC3 inh 11, AI-2 QS modul 10 and aSyn 5UTR inh 10.
`C=CCOC(=O)COc1ccc2c(C)c(C)c(=O)oc2c1C` gave KLF5 inhibitor -21, Platelet DG rel 2, HIF act -0.2, HSF1 inhib 0, HSP90 inh 2, HSF-1 act -10, IEC-6 tox 3, HDAC3 inh -10, AI-2 QS modul 25 and aSyn 5UTR inh -1.
COc1ccc(-c2c(C#N)c(N)nc3c2CCCC3)cc1OC was read as KLF5 inhibitor 12, Platelet DG rel 3, HIF act -0.3, HSF1 inhib -3, HSP90 inh 0, HSF-1 act 16, IEC-6 tox -1, HDAC3 inh 0, AI-2 QS modul 19 and aSyn 5UTR inh -1.
`CCOc1cc(/C=C2\SC(=N)N(c3nonc3N)C2=O)ccc1OCCN1CCOCC1` gave KLF5 inhibitor 2, Platelet DG rel -6, HIF act 1.8, HSF1 inhib 14, HSP90 inh 0, HSF-1 act 15, IEC-6 tox 5, HDAC3 inh 0, AI-2 QS modul 28 and aSyn 5UTR inh -43.
`Cc1ccc(C)c(S(=O)(=O)N2CCCC2CNC(=O)C(=O)NCCN2CCOCC2)c1` (stereo unspecified) gave Platelet DG rel 7, HIF act -0.2, HSF1 inhib -4, HSF-1 act -1, HDAC3 inh -1, AI-2 QS modul 15 and aSyn 5UTR inh -12.
For COc1ccc(N(CC(=O)NCCC2=CCCCC2)S(=O)(=O)c2ccc(C)cc2)cc1OC the results were KLF5 inhibitor -44, Platelet DG rel 6, HIF act -1.0, HSF1 inhib 3, HSP90 inh -3, HSF-1 act 39, IEC-6 tox 1, HDAC3 inh -5, AI-2 QS modul 22 and aSyn 5UTR inh 30.
CCOC(=O)N1CCC(N2Cc3cccc(C(=O)NCc4ccc(OC)cc4)c3C2=O)CC1 was read as KLF5 inhibitor -3, Platelet DG rel 13, HIF act 0.1, HSF1 inhib 6, HSP90 inh 2, HSF-1 act 0, IEC-6 tox 1, HDAC3 inh 0, AI-2 QS modul 20 and aSyn 5UTR inh 11.
`CCN(CC)S(=O)(=O)c1csc(C(=O)Nc2ccccn2)c1` gave KLF5 inhibitor -36, Platelet DG rel 7, HIF act 2.6, HSF1 inhib 0, HSP90 inh -1, HSF-1 act 6, IEC-6 tox -2, HDAC3 inh -4, AI-2 QS modul 6 and aSyn 5UTR inh -55.
`COc1ccc(N(CC(=O)NCc2ccccc2)C(=O)CCC(=O)Nc2cc(C)ccn2)c(OC)c1` gave KLF5 inhibitor -16, Platelet DG rel 12, HIF act -0.2, HSF1 inhib 0, HSP90 inh 3, HSF-1 act -8, IEC-6 tox 2, HDAC3 inh -3, AI-2 QS modul -25 and aSyn 5UTR inh 4.
COc1ccc2[nH]c(=O)c(COC(=O)c3cccs3)cc2c1 was read as KLF5 inhibitor 17, Platelet DG rel 6, HIF act 0.2, HSF1 inhib -22, HSP90 inh -1, HSF-1 act -38, IEC-6 tox -5, HDAC3 inh 9, AI-2 QS modul 7 and aSyn 5UTR inh 1.
CCOC(=O)c1ccc(NC(=O)CNC(=O)C2CCCCC2)cc1 was read as KLF5 inhibitor 1, Platelet DG rel 5, HIF act -0.1, HSF1 inhib -1, HSP90 inh -1, HSF-1 act -11, IEC-6 tox -2, HDAC3 inh -3, AI-2 QS modul 12 and aSyn 5UTR inh 5.
Screening COc1ccc(-c2nsc3c(N4CCN(S(=O)(=O)c5ccccc5F)CC4)ncnc23)cc1 returned KLF5 inhibitor -12, Platelet DG rel -11, HIF act 0.0, HSF1 inhib -1, HSP90 inh -2, HSF-1 act 16, IEC-6 tox -2, HDAC3 inh 3, AI-2 QS modul -10 and aSyn 5UTR inh -69.
For CN(CC(=O)Nc1ccccc1Br)C(=O)CNC(=O)c1ccco1 the results were Platelet DG rel -3, HIF act -0.3, HSF1 inhib -8, HSF-1 act 0, HDAC3 inh 3, AI-2 QS modul 26 and aSyn 5UTR inh -2.
COc1ccc(CC(O)COS(N)(=O)=O)cc1 (stereo unspecified) was read as KLF5 inhibitor -22, Platelet DG rel 8, HIF act -0.5, HSF1 inhib 0, HSP90 inh -7, HSF-1 act 0, IEC-6 tox -3, HDAC3 inh 3, AI-2 QS modul 7 and aSyn 5UTR inh 6.
For Cc1ccc(F)c(C2C3C=CCC(c4cccc(-c5ccc(N(C)C)cc5)c4)C3C(=O)N2Cc2ccccc2)c1 (stereo unspecified) the results were Platelet DG rel -5, HIF act -0.5, HSF1 inhib -4, HSF-1 act 3, HDAC3 inh -7, AI-2 QS modul 17 and aSyn 5UTR inh -6.
`COC(=O)Cc1c(C)c2ccc(OCC(=O)N3CCCC(C)C3)c(C)c2oc1=O` (stereo unspecified) gave KLF5 inhibitor -25, Platelet DG rel 39, HIF act 1.2, HSF1 inhib -1, HSP90 inh 0, HSF-1 act -26, IEC-6 tox 13, HDAC3 inh -33, AI-2 QS modul 9 and aSyn 5UTR inh -3.
For CN(C)S(=O)(=O)c1cc(NC(=O)c2cc(=O)[nH]c3ccccc23)ccc1Cl the results were KLF5 inhibitor -20, Platelet DG rel 11, HIF act -0.6, HSF1 inhib -3, HSP90 inh -3, HSF-1 act 1, IEC-6 tox -3, HDAC3 inh 4, AI-2 QS modul 8 and aSyn 5UTR inh 24.
COCCNC(=O)/C(C#N)=C\c1ccc(CNS(=O)(=O)c2ccccc2)o1 was read as KLF5 inhibitor 0, Platelet DG rel -12, HIF act -0.1, HSF1 inhib -14, HSP90 inh -2, HSF-1 act 16, IEC-6 tox -4, HDAC3 inh 0, AI-2 QS modul 16 and aSyn 5UTR inh -3.
Screening CCn1c(=O)cc(OCC(=O)NCc2cccnc2)c2ccccc21 returned KLF5 inhibitor 7, Platelet DG rel 0, HIF act -0.3, HSF1 inhib 3, HSP90 inh 1, HSF-1 act 8, IEC-6 tox 8, HDAC3 inh -1, AI-2 QS modul 18 and aSyn 5UTR inh -8.
For Cc1cc(-c2nn(C)c(=O)c3ccccc23)cc(C)c1O the results were KLF5 inhibitor -30, Platelet DG rel 1, HIF act -2.1, HSF1 inhib 3, HSP90 inh -3, HSF-1 act 29, IEC-6 tox -5, HDAC3 inh 17, AI-2 QS modul 22 and aSyn 5UTR inh 35.
`Cc1n[nH]c(=S)n1-c1ccccc1` gave KLF5 inhibitor -1, Platelet DG rel 11, HIF act -1.0, HSF1 inhib 3, HSP90 inh 1, HSF-1 act -2, IEC-6 tox -2, HDAC3 inh 18, AI-2 QS modul 1 and aSyn 5UTR inh -11.
`CCSc1nc2c([nH]c3ccccc32)c(=O)n1C` gave KLF5 inhibitor -14, Platelet DG rel -6, HIF act 0.0, HSF1 inhib 0, HSP90 inh -3, HSF-1 act 2, IEC-6 tox -3, HDAC3 inh -9, AI-2 QS modul 12 and aSyn 5UTR inh -20.
Screening COc1ccc(C)cc1NC(=O)CCN1CCN(c2ccccc2F)CC1 returned KLF5 inhibitor -8, Platelet DG rel 1, HIF act 0.7, HSF1 inhib -1, HSP90 inh 0, HSF-1 act -3, IEC-6 tox 1, HDAC3 inh 0, AI-2 QS modul 3 and aSyn 5UTR inh 4.
Screening CC(=O)Nc1ccc(NC(=O)Nc2cccc(Cl)c2)cc1 returned KLF5 inhibitor -67, Platelet DG rel 6, HIF act 2.5, HSF1 inhib 3, HSP90 inh -2, HSF-1 act 7, IEC-6 tox 4, HDAC3 inh -5, AI-2 QS modul 23 and aSyn 5UTR inh -79.
For Cc1ccc(C)c(NC(=O)c2cnc3n(c2=O)CCS3)c1 the results were KLF5 inhibitor -5, Platelet DG rel -2, HIF act 2.0, HSF1 inhib -2, HSP90 inh 0, HSF-1 act 13, IEC-6 tox 0, HDAC3 inh -1, AI-2 QS modul 27 and aSyn 5UTR inh -30.
CNC(=O)c1ccc(N(Cc2ccccc2)S(C)(=O)=O)cc1 was read as KLF5 inhibitor 5, Platelet DG rel 4, HIF act 1.1, HSF1 inhib -4, HSP90 inh -2, HSF-1 act 8, IEC-6 tox -4, HDAC3 inh -1, AI-2 QS modul 30 and aSyn 5UTR inh -8.
For CCC(=O)c1ccc(OCC(=O)Nc2ccc3nc(C)sc3c2)cc1 the results were KLF5 inhibitor -5, Platelet DG rel 0, HIF act -0.6, HSF1 inhib 4, HSP90 inh 8, HSF-1 act 7, IEC-6 tox -6, HDAC3 inh 6, AI-2 QS modul 28 and aSyn 5UTR inh 5.
`CN(C)c1ccc(Nc2c3c4c(cccc4n(C)c2=O)C(=O)c2ccccc2-3)cc1` gave KLF5 inhibitor -28, HSP90 inh 0, IEC-6 tox 1, HDAC3 inh inconclusive and AI-2 QS modul 18.
`COC(=O)C1=C(C)Nc2[nH]c(=S)[nH]c(=O)c2C1c1ccc(O)cc1` (stereo unspecified) gave KLF5 inhibitor -18, Platelet DG rel 11, HIF act -0.2, HSF1 inhib -1, HSP90 inh 0, HSF-1 act -1, IEC-6 tox -2, AI-2 QS modul 20 and aSyn 5UTR inh -6.
`COc1ccc(CC(=O)Nc2ccc(-c3noc(-c4ccccc4OC)n3)cc2)cc1` gave KLF5 inhibitor 4, Platelet DG rel 1, HIF act 0.4, HSF1 inhib 0, HSP90 inh 4, HSF-1 act 24, IEC-6 tox 4, HDAC3 inh 1, AI-2 QS modul 41 and aSyn 5UTR inh -34.
For Cc1cc(N2CCCC2)ccc1NC(=O)COc1cccc(C(F)(F)F)c1 the results were KLF5 inhibitor 1, Platelet DG rel 0, HIF act -0.3, HSF1 inhib -1, HSP90 inh 7, HSF-1 act -5, IEC-6 tox -1, HDAC3 inh 0, AI-2 QS modul 14 and aSyn 5UTR inh 14.
`CCOc1ccc(N(CC(=O)NCc2ccc(F)cc2)C(=O)c2snc(C(N)=O)c2N)cc1` gave KLF5 inhibitor -15, Platelet DG rel 1, HIF act -0.3, HSF1 inhib -3, HSP90 inh 0, HSF-1 act -16, IEC-6 tox -3, HDAC3 inh -3, AI-2 QS modul 16 and aSyn 5UTR inh 15.
